BRCA1 expr up: activators of BRCA1 expression. MCF7-BRCA1-FFLuc reporter, luminescence, 48 h; response scale: scaled: vehicle 0%, 10 µM genistein 100%. Potency, µM (top dose mostly 46.1 µM), inactives show top-dose activation, usual class: activators. 1.1% of 380,000 active. AID 624202; note: nearly all actives have a fitted effect of over 80% in size; some results filed as inactive show a strong effect at the top dose
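Quantitative HTS in MCF7 cells stably reporting BRCA1 expression via firefly luciferase. Compound treatment lasts 48 h at 37 °C in phenol-red free MEM. Activation is expressed relative to genistein at 10 microM and DMSO.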
MBNL1-CUG inh: inhibitors of human MBNL1 binding to CUG repeat RNA. Q9NR56. TR-FRET MBNL1-His/biotin-(CUG)12 binding, 665/545 ratio. Potency, µM (titrated, usually from 57.5 µM), for the others: top-dose activity change, negative = inhibition, usual class: inhibitors. 0.036% of 280,000 active; active = well fitted inhibition curve with a large enough effect in the signal ratio, with a control signal flat, not every such curve was filed as active; inconclusive = small, poorly fitted or top-dose-only effect, or effect the other way, or a change in a side signal; inactive = no such curve, though single readings can be large or run the other way; the % refers to the signal ratio; note: % is set by controls: 0 for no effect and ±100 for the full control effect
Target sequence (Q9NR56 whole entry, looked up): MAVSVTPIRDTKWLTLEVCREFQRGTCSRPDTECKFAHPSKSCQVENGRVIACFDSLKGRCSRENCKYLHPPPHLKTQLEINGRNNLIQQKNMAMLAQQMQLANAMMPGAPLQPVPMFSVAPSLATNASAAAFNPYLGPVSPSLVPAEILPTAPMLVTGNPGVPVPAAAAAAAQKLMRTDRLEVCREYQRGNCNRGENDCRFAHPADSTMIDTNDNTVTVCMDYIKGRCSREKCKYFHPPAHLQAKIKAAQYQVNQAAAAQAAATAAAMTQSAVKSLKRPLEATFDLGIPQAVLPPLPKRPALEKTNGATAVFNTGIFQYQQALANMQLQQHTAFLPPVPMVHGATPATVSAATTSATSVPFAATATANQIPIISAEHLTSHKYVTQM
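Compound titration spanned 92 nM–58 uM against the MBNL1-His/biotin-(CUG)12 complex. After 60 min at room temperature with 5 nM streptavidin-XL665 and 0.055 ng/ul terbium anti-His, ratiometric 665/545 nm emission (Ex 340 nm) normalized to controls.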
p53 reactivation: re-activators of mutant p53; AID 504706; H1299 p53-A138V BP100-luciferase reporter, luminescence, 24 h; 0.063% of 320,000 active; Potency, µM (highest dose often 92.2 µM), for the others: top-dose activity change, positive = activation, actives largely listed as activators; note: % of control where 0% means no effect; nearly all actives have a fitted effect of over 45% in size
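H1299 (p53-null), stable ts p53-A138V + BP100-Luc; 1000 cells/well, Opti-MEM/10% FBS; cpd 4 pt, 1:5; 24 h, 37 deg C, 5% CO2; detection reagent 10 min RT; luminescence.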
Rab9 promoter act: activates the Rab9 promoter | Huh7 Rab9 promoter-luciferase reporter, luminescence, 24 h | 2.8% of 320,000 active | Potency, µM (series often up to 9.22 µM), without a hit: top-dose activation, negative = inhibition, usual class: activators; note: % of control where 0% means no effect; nearly all actives have a fitted effect of over 60% in size
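Stable Rab9-luc Huh7, 1500 cells/well, 2 h settle; cmpd in DMSO, 24 h, 37 °C/5% CO2; luciferase reagent 10 min RT; luminescence.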
uPA surface inh: blocks generation of uPA at the cell surface; cell surface uPA generation assay, qHTS; 0.31% of 330,000 active; AID 540303; Potency, µM (top dose mostly 38.3 µM), without a hit: at the top dose activity change, negative = inhibition, hits mostly inhibitors; active = well fitted inhibition curve with a large enough effect; inconclusive = small, poorly fitted or top-dose-only effect; inactive = no such curve, though single readings can be large or run the other way; tested in mouse RAW 264.7 cells; note: % is set by controls: 0 for no effect and ±100 for the full control effect; nearly all actives have a fitted effect of over 55% in size
FLuc modulator: firefly luciferase modulation, counter-screen for miR-21 project. 6.9% of 360,000 active. Potency, µM (series often up to 57.5 µM), inactives show at the highest dose activity change, negative = inhibition, most hits filed as inhibitors. P08659. AID 588342. purified FLuc, Km substrates, luminescence inhibition;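 note: plate controls were vehicle for no effect and reference inhibitor for full effect; nearly all actives have a fitted effect of over 55% in size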
Target sequence (P08659 whole entry, looked up): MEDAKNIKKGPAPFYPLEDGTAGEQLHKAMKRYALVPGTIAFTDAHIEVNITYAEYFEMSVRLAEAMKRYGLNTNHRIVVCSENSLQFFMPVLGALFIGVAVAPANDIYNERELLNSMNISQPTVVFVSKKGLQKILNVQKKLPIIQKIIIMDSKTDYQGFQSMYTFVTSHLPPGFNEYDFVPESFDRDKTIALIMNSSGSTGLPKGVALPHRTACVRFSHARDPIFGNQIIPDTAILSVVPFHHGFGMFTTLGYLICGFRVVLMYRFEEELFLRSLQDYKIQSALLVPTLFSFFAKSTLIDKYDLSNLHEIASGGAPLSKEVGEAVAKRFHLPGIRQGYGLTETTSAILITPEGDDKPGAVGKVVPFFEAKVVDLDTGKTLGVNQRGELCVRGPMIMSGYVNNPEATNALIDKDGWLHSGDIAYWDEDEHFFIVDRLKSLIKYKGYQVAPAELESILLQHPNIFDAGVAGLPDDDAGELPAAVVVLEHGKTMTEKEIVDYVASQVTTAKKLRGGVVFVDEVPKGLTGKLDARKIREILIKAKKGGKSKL
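Biochemical qHTS of compounds, final roughly 60 µM downward over six points, against 10 nM purified firefly luciferase using Km concentrations of substrates (10 uM D-luciferin, 10 uM ATP) in Tris acetate pH 7.5 buffer; luminescence output.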
ELG1 genotox: induces genotoxicity in HEK293T cells with luciferase-tagged ELG1 | 1.3% of 330,000 active | HEK293T ELG1-luciferase reporter, luminescence, 16 h | Potency, µM (titrated, usually from 46 µM), for inactives: top-dose activity change, positive = activation, usual class: activators | AID 504466; note: % of control where 0% means no effect; nearly all actives have a fitted effect of over 60% in size
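Step 1: seed 2,000 HEK293T ELG1-luciferase cells per well. Step 2: add compound or DMSO, incubate 16 hr at 37 °C. Step 3: ONE-Glo, 30 min at room temperature, read luminescence.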
RORg inh: inhibitors of mouse ROR gamma transcriptional activity; P51450; Drosophila S2 Gal4-RORgamma UAS-luciferase reporter, 20 h; Potency, µM (titrated, usually from 53.6 µM), for the others: top-dose activity change, negative = inhibition, actives largely listed as inhibitors; 5.4% of 310,000 active; AID 2551; note: % is set by controls: 0 for no effect and ±100 for the full control effect; nearly all actives have a fitted effect of over 60% in size
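Luciferase reporter read in Schneider cells carrying Gal4-RORγ (mouse) and UAS-Photinus luciferase; cells given compound 1 h before 700 uM copper sulfate induction, then incubated 20 h at ambient temperature.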
VP16 counter: Gal4-VP16 reporter inhibition counter-screen; Drosophila S2 Gal4-VP16 UAS-luciferase, luminescence, 20 h; Potency, µM (titrated, usually from 53.6 µM), without a hit: top-dose activity, negative = inhibition, most hits filed as inhibitors; 3.5% of 310,000 active; AID 2546;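 note: Gal4-VP16 expression switched on by copper sulfate through the metallothionein promoter; % is set by controls: 0 for no effect and ±100 for the full control effect; nearly all actives have a fitted effect of over 50% in size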
NPC1 prom act: activates the NPC1 promoter; Potency, µM (series often up to 9.22 µM), for inactives: at the highest dose activation, hits mostly activators; Huh7 NPC1 promoter luciferase reporter, 24 h; AID 485313; 2.4% of 320,000 active;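 note: % of control where 0% means no effect; nearly all actives have a fitted effect of over 60% in size; reporter is driven by a mutant NPC1 promoter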
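Compounds in DMSO were transferred onto Huh7 NPC1-luciferase reporter cells pre-incubated 2 h; after 24 h at 37 °C, Amplite reagent was dispensed and luminescence recorded 10 min later.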
An asterisk follows results filed as active; ? = inconclusive; . = not tested or not shown; & = joins results of further samples; [ ] = dose if it differs, or a comment. Unless noted, calls come from the whole dose curve; as a rule, active = well fitted curve in the direction sought with a large enough effect; inconclusive = small, poorly fitted or top-dose-only effect, or another doubt; inactive = no such curve, though single readings can be large; an effect the other way counts as inactive or inconclusive. Potency is the fitted concentration of half-maximal effect.

Each structure is followed by: NPC1 prom act | FLuc modulator | ELG1 genotox | RORg inh | VP16 counter | BRCA1 expr up | uPA surface inh | p53 reactivation | Rab9 promoter act | MBNL1-CUG inh
> CCc1ccc(C2C3=C(CC(C)(C)CC3=O)OC3=C2C(=O)CC(C)(C)C3)cc1
  -3% | -5% | 1% | -18% | -6% | -14% | -4% | 17% | -3% | .
> COc1cc(C2C(C(C)=O)=C(O)C(=O)N2CCc2c[nH]c3ccccc23)ccc1O (stereo unspecified)
  2% | 5% | 3% | 14% | 0% | 1% | 1% | -3% | 2% | 6%
> COc1ccc(OC)c(NC(=O)C(C)N2c3cccc4cccc(c34)S2(=O)=O)c1 (stereo unspecified)
  -2% | 1% | 2% | -22% | -4% | -9% | 1% | -18% | -1% | 15%
> COc1ccc(CCNC(=O)CN(C)S(=O)(=O)c2ccc3c(c2)CCC(=O)N3)cc1OC
  -4% | 0% | -1% | 2% | -6% | 3% | 0% | 3% | -4% | 3%
> CCOC(=O)c1cc(CO)cc(C(=O)OCC)c1
  -1% | -3% | 1% | 13% | 3% | -10% | 1% | -1% | -3% | .
> COc1ccc(-n2ncc(C(C)NS(=O)(=O)c3ccc(C(C)=O)cc3)c2C)cc1 (stereo unspecified)
  -2% | 2% | -1% | 7% | 2% | -8% | 4% | -13% | -1% | 2%
> CC(=O)c1sc(NC(=O)C2CCN(C(=O)c3ccc(F)cc3)CC2)nc1-c1ccccc1
  0% | 2% | -1% | . | . | -45% | 11% | -3% | -6% | .
> Cc1c(NC(=O)/C(C#N)=C/c2ccc(-c3cccc(Cl)c3)o2)c(=O)n(-c2ccccc2)n1C
  -4% | -14% | -14% | 15% | -15% | -54% | -8% | -20% | -3% | ?
> CCCCCCSc1ccc(-c2nc3ccc(C)cn3c2NCc2ccccc2)cc1
  -9% | -9% | -4% | . | . | 0%&27% | 4% | 8% | -8% | .
> COc1ccc(C2C(C#N)=C(C)NC(C)=C2C#N)c(OC)c1
  -4% | -4% | 2% | -26% | -18% | 1% | 5% | 0% | 4% | 3%
> Cc1ccc(-n2ncc3c2CC(C)(C)CC3NC(=O)c2ccccn2)cc1 (stereo unspecified)
  -6% | ? | 8% | 43% | 5% | -27% | -7% | 7% | 2% | 0%
> COc1ccc(C(=O)Nc2ccnn2C2CCN(C(C)CSC)CC2)cc1 (stereo unspecified)
  8% | -1% | 7% | -21% | 9% | 2% | -3% | -9% | -4% | -3%
> Cc1ccc(NC(=O)N(Cc2ccco2)C(C)c2ccco2)cc1C (stereo unspecified)
  1% | -1% | -4% | 30% | -8% | -16% | 9% | 6% | 1% | -10%
> CCOC(=O)C1CCCN(c2c(N3CCN(c4cccc(Cl)c4)CC3)c(=O)c2=O)C1 (stereo unspecified)
  -2% | 0% | 1% | 5% | -11% | -18% | 7% | 2% | 1% | -5%
> CCCCNC(=O)O/N=C(\N)CS(=O)(=O)C(C)(C)C
  1% | -1% | -1% | 3% | 11% | 10% | -3% | 2% | 1% | .
> O=c1cc(-c2ccc(F)cc2)[nH][nH]1
  -4% | 0% | -2% | 0% | -8% | 8% | -1% | -7% | -2% | -13%[11.5 µM]
> CCOC(=O)C1CCCN(C(=O)c2cccc(S(=O)(=O)N3CC(C)OC(C)C3)c2)C1 (stereo unspecified)
  2% | 1% | -9% | -10% | -4% | 11% | -22% | 2% | -4% | 10%
> CN1CCN(C(=O)C2=C[C@@H](c3coc4ccccc4c3=O)C[C@@H](OCCCCO)O2)CC1
  2% | -1% | 0% | -18% | -9% | 0% | -12% | 2% | 0% | -4%
> COc1ccc(CCNC(=O)CSc2nccc(=O)[nH]2)cc1OC
  -3% | -4% | -2% | 3% | -18% | 0% | 1% | 1% | -7% | -1%
> O=C(Nc1ccc2oc(=O)ccc2c1)c1ccc(-c2cccc([N+](=O)[O-])c2)o1
  0% | -3% | 3% | 33% | -1% | -72%[inhibitor] | -4% | -11% | 1% | .
> O=C(Nc1ccccc1-c1ccccc1)C1CCCCC1
  -1% | 8% | 1% | 18% | 1% | -26% | 12% | -9% | 1% | -8%
> CN(C(=O)c1ccc(NC(=O)Cc2ccc([N+](=O)[O-])cc2)cc1)C1CCCC1
  . | . | -2% | . | . | -16% | -5% | -4% | . | .
> Cc1ccccc1C(=O)c1cccn1CC(=O)NC(C)CCc1ccccc1 (stereo unspecified)
  -4% | -1% | 1% | -8% | -4% | -4% | 2% | -4% | -4% | 3%
> O=C(NCc1ccco1)Nc1ccccc1Cl
  15% | ? | ? | ? | 32% | 81% | -7% | 17% | -3% | 7%
> COc1ccc(S(=O)(=O)N2CCOC2CNC(=O)C(=O)NCCN2CCOCC2)cc1 (stereo unspecified)
  -1% | 3% | 1% | -24% | 2% | -22% | 8% | -8% | 4% | -2%
> CCC(=O)N1CCc2cc(S(=O)(=O)NCCCN3CCN(Cc4ccccc4)CC3)ccc21
  5% | -1% | 2% | -6% | -9% | -12% | 0% | -3% | 9% | -11%
> COc1cc2nc(CSc3ncn[nH]3)[nH]c(=O)c2cc1OC
  -4% | -1% | -3% | 2% | 6% | 5% | 3% | 3% | -2% | 0%
> O=C(CSCC(=O)NCc1ccco1)NCc1ccco1
  2% | 3% | 2% | -1% | -20% | 7% | 10% | 4% | -2% | ?
> CCOC(=O)c1cc(-c2csc(COc3ccccc3)n2)on1
  -1% | ? | 4% | 7% | -16% | -4% | 8% | -2% | -6% | 10%
> CCOC(=O)c1cccc(NC(=O)C2(S(=O)(=O)c3ccc(C)cc3)CC2)c1
  -1% | 3%&-1% | -3% | 17% | 0% | -18% | 0% | -8% | -7% | .
> N#CCCN(C(=O)COC(=O)C12CC3CC(CC(O)(C3)C1)C2)c1ccc(F)cc1
  -3% | -12% | -3% | . | . | 6% | -1% | -13% | 0% | .
> COc1cccc(NC(=O)C2CCN(C(=O)NC3CCCCC3)CC2)c1
  1% | 1% | 0% | 8% | 8% | -7% | -1% | -13% | -3% | -3%
> O=C(Cc1ccc(F)cc1)NCCS(=O)(=O)N1CCN(c2cccc(Cl)c2)CC1
  3% | 6% | -14% | . | . | -37% | -18% | -2% | -3% | .
> CC(C)(C)c1cc(C(=O)NNc2ccc(OC(F)(F)F)cc2)n(Cc2ccccc2)n1
  0% | 2% | -4% | 29% | -17% | -49% | 12% | 4% | -5% | 2%
> COC(=O)c1ccccc1NC(=S)NC(=O)COc1ccccc1
  -4% | 8% | -1% | 5.6µM* | 11µM* | -24% | 2% | 7% | 0% | -6%
> COc1ccc(OC)c(NC(=O)Cn2cc(C#N)c3cc(Br)ccc32)c1
  0% | 8% | 0% | ? | ? | -55% | . | 5% | 0% | 11%
> O=C(NCCO)c1nc(NCCO)c2ccccc2n1
  -2% | -1% | 0% | 12% | 2% | 12% | . | ? | -2% | 2%
> CCCCCCCNC(=O)C1(CC2CC(c3ccc(Cl)cc3)=NO2)CCN(C(=O)CCCCCBr)CC1 (stereo unspecified)
  0% | 6% | -6% | 42% | -3% | 0% | -5% | . | 4% | 12%
> O=C(NC1CCN(Cc2ccccc2)CC1)c1ccc(S(=O)(=O)NCc2ccco2)cc1
  -19% | 0% | -5% | ? | -17% | -26% | -6% | -1% | -15% | -3%
> O=C(COc1ccc(Cl)cc1)NCC(=O)N1CCC2(CC1)NCCc1[nH]cnc12
  0% | -2% | -1% | -3% | -4% | 1% | -1% | -2% | -6% | -4%
> COc1ccnc2c1c(=O)n(Cc1cccc(Cl)c1)c(=O)n2C
  -3% | 1% | 3% | 7% | 2% | -18% | 12% | -1% | 1% | -8%
> O=C(NC1CCS(=O)(=O)C1)OC1CCCCC1 (stereo unspecified)
  -3% | 0% | 1% | -42% | 24% | 2% | 2% | 4% | 3% | -4%
> COc1ccc(NCc2ccccc2[N+](=O)[O-])cc1OC
  -1% | 0% | 1% | 4% | 4% | 31% | 3% | 1% | -3% | ?
> CC(=O)NC(c1cc(F)c2cccnc2c1O)C1CC1 (stereo unspecified)
  -4%&-1% | 2%&-2% | 2% | . | . | -69% | ? | 17% | -4%&3% | .
> CC(=O)N1c2ccc(S(=O)(=O)N3CCCC3)cc2CC1C(=O)NCc1ccccc1F (stereo unspecified)
  -2% | -1% | 0% | 8% | 21% | 20% | -2% | -4% | 0% | 0%
> Cn1nc(-c2ccccc2)c(CO)c1Oc1cccc(C(F)(F)F)c1
  -4% | 4% | -11% | -3% | -7% | -10% | -6% | 1% | -2% | 3%
> O=C(NC1CCCC1)C(c1ccncc1)N(C(=O)c1csnn1)c1ccc(F)c(Cl)c1 (stereo unspecified)
  -5% | -1% | 7% | 14% | -5% | -6% | -2% | 4% | -1% | 2%
> O=C(COC(=O)C1CCN(S(=O)(=O)c2cccs2)CC1)NCc1ccc(F)cc1
  6% | 0% | 1% | -3% | 5% | 7% | 0% | 3% | -2% | -15%
> CCCCCC(=O)Nc1ccc(C2C(=O)c3ccccc3C2=O)cc1
  2.8µM* | 2.7µM* | ? | -3% | 2% | ? | 6% | 17% | 2.2µM* | 9%
> CC(Oc1ccc2c(c1)oc(=O)c1ccccc12)C(=O)NCCN1CCOCC1 (stereo unspecified)
  -4% | 4% | 0% | 7% | 0% | 6% | -3% | 24% | -5% | -5%
> O=C(c1ccc(CN2CCOCC2)cc1)N1CCN(c2ccccc2)CC1
  -1% | 0% | 0% | -25% | 22% | -1% | 3% | -4% | 0% | -17%

Bioassay records (PubChem BioAssay)
